NSD2 inh: NSD2 histone methyltransferase inhibitors, primary screen, biochemical, AlphaScreen, single concentration, set 2; AID 743445, 2014; NSD2 peptide methylation, 120 min; Histone-lysine N-methyltransferase NSD2 (Homo sapiens), O96028; inhibition, % at 12.5 µM; hit rate 0.54% among 310,000; in the data active = inhibition above about 50%
PvdQ acylase: P. aeruginosa PvdQ acylase inhibitors, primary screen, biochemical, fluorescence, plate reader and imaging, single point | PvdQ acylase [Pseudomonas aeruginosa LESB58] | purified PvdQ acylase | inhibition, % at 10 µM | hit rate 0.063% among 340,000 | AID 488965, 2010; in the data active = inhibition above about 30%, passing the limit was not always enough; inconclusive = no clear call, values can overlap the other calls;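 note: 0% = vehicle neutral wells and 100% = reference inhibitor wells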
SR-BI DiI-HDL act: activators of SR-BI mediated DiI-HDL uptake, primary screen, ldlA[mSR-BI] CHO cells, DiI fluorescence | 3 h; 100 = double the neutral-control signal | activation, % at 12.5 µM | hit rate 0.096% among 320,000 | AID 504775, 2011;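 active = mean replicate activation of at least 60% and every replicate at or above 60%; inconclusive = mean or all-replicate condition met, but not both; inactive = mean below 60% and not all replicates reaching 60%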;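 note: 0% = median plate neutral-control signal and 100% = twice that signal; values of inactives mirror those of a sister screen read the other way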
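Assay system: LDL receptor-deficient CHO ldlA cells overexpressing murine SR-BI / Medium: BSA-supplemented, HEPES-buffered Ham's F12, pH 7.4 / Probe or stimulus: DiI-labelled HDL at 10 µg/mL final / Timing: compound with DiI-HDL co-incubation, 3 h at 37 °C / Technique: bottom-read cell fluorescence after medium removal, ex 550/em 595 nm / Measure: HDL uptake via cellular fluorescence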
MITF act: activators of MITF-driven TRPM1 promoter reporter, primary screen, cell-based, SK-MEL-5, luciferase, single point | SK-MEL-5 TRPM1-promoter luciferase, 24 h; % of positive control, neutral wells = 0 | activation, % at 12.5 µM | hit rate 0.75% among 300,000 | AID 588334, 2011;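 active = mean activation of at least 80% with every replicate also reaching 80%; inconclusive = mean reaches 80% but some replicate falls short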;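 note: 0% = neutral control wells and 100% = parthenolide positive control wells; values of inactives mirror those of a sister screen read the other way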
Rtt109 Vps75: inhibitors of C. albicans Rtt109/Vps75 HAT, primary screen, biochemical, ThioGlo CoA-SH fluorescence, plate reader; Histone acetyltransferase RTT109 (Candida albicans (strain SC5314 / ATCC MYA-2876)), …; purified Rtt109/Vps75, 4 h; inhibition, % at 34.9 µM; hit rate 0.16% among 330,000; AID 540336, 2011;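 active = inhibition of at least 50% in every replicate; inconclusive = best replicate reaches 50% inhibition but some replicates fall short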
Target sequence (Q5AAJ8 whole entry, looked up): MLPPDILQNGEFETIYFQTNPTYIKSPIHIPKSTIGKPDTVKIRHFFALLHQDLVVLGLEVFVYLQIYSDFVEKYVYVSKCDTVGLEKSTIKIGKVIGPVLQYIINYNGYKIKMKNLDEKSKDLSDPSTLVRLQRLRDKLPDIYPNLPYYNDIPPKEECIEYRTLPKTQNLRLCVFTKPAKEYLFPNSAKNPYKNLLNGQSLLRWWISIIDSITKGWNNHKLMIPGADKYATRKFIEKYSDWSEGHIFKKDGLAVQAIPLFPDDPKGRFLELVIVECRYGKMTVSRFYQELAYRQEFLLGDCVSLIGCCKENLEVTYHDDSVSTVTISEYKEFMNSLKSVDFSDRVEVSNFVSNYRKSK
dFosB act: activators of delta FosB homodimer, primary screen, biochemical, fluorescence polarization, TAMRA-CDK5 oligo, single point | Protein FosB (Mus musculus), P13346 | hit rate 0.99% among 340,000 | purified delta FosB; percent of positive-control signal above neutral wells | activation, % at 25 µM;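 active = mean activation above about 17%, with every replicate also reaching it, limit read from the data, passing the limit was not always enough; inconclusive = only one of the two conditions met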;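 note: fluorescence polarization rise as delta FosB binds a TAMRA Cdk5 AP-1 oligo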
Target sequence (P13346 whole entry, looked up): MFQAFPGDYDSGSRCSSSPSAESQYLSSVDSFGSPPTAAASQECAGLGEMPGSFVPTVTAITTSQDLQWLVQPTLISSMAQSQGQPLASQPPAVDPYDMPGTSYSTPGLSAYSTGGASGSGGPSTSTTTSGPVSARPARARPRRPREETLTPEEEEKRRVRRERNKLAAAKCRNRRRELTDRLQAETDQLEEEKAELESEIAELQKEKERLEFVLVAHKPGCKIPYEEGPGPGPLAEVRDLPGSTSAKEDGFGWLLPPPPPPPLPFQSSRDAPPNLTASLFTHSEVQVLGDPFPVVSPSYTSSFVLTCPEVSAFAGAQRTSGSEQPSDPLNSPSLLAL
CAL PDZ FP-1: CAL PDZ peptide-binding inhibitors, primary screen, biochemical, fluorescence polarization, Cer-tagged CAL PDZ, HTS | Golgi-associated PDZ and coiled-coil motif-containing protein (Homo sapiens), Q9HD26 | purified CAL PDZ, TMR-peptide fluorescence polarization, 1 h | inhibition, % at 20 µM | hit rate 0.02% among 330,000 | AID 504414, 2011;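 active = highest replicate inhibition of at least 40%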;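 note: plate controls were DMSO neutral control wells for no effect and unlabeled competitor peptide control wells for full effect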
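material = purified tagged CAL PDZ domain construct (CerCALP) | buffer or medium = sodium phosphate/NaCl buffer pH 7.4 with TCEP, IgG, Thesit | reagent = TMR-labelled reporter peptide T*-PRC34 bound in PDZ groove | incubation = 1 h room-temperature incubation prior to read | measured by = fluorescence polarization (mP) | evaluation = percent inhibition from loss of millipolarization | control set = unlabelled peptide and DMSO controls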
CAL PDZ FP-2: untagged CAL PDZ binding inhibitors, primary screen, biochemical, fluorescence polarization, HTS; Golgi-associated PDZ and coiled-coil motif-containing protein (Homo sapiens), Q9HD26; purified CAL PDZ, TMR-peptide fluorescence polarization, 1 h; inhibition, % at 24.9 µM; hit rate 0.92% among 300,000; AID 602252, 2012;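 active = mean inhibition of at least 30% with at least half of replicates also reaching 30%; inconclusive = no clear call, values can overlap the other calls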;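 note: 0% = DMSO neutral control and 100% = excess unlabeled competitor peptide PRC23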
SR-BI HDL uptake: inhibitors of SR-BI mediated HDL lipid uptake, primary screen, ldlA[mSR-BI] cells, fluorescence, single point; AID 488896, 2010; inhibition, % at 12.5 µM; hit rate 0.96% among 320,000; ldlA[mSR-BI] CHO cells, DiI-HDL uptake fluorescence, 3 h; Scavenger receptor class B member 1 (Mus musculus), Q61009;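 active = mean replicate inhibition of at least 70% and a set share of replicates each scoring 70 or more; inconclusive = meets just one of the two criteria; inactive = fails both criteria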;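 note: 0% = median of neutral control wells and 100% = median of positive control wells; values of inactives mirror those of a sister screen read the other way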
PfHsp90 set2: growth inhibition of PfHsp90-expressing yeast, primary screen, antimalarial PfHsp90 inhibitor project, S. cerevisiae, BacTiter-Glo luminescence, single point, set 2 | inhibition, % at 9.4 µM | AID 504621, 2011 | BacTiter-Glo ATP, 48 h; yeast lacking PDR1 and PDR3 efflux regulators | hit rate 0.32% among 310,000;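 active = every replicate shows inhibition above about 80%, whatever the replicate mean, limit read from the data; inconclusive = mean inhibition reaches the set limit but some replicate falls short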;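 note: 0% = DMSO neutral controls and 100% = 20 µM radicicol positive controls; yeast relying on Plasmodium falciparum Hsp90 in place of its own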
The depositor's hits bear a star; ? = inconclusive; / = not tested or not shown. Compounds as they come, and some 4.3% of all compounds hit somewhere here.

canonical_smiles | NSD2 inh | PvdQ acylase | SR-BI DiI-HDL act | MITF act | Rtt109 Vps75 | dFosB act | CAL PDZ FP-1 | CAL PDZ FP-2 | SR-BI HDL uptake | PfHsp90 set2
CS(=O)(=O)c1ccc(Cl)c(NC(=O)CSc2nnc(-c3cccs3)n2N)c1 | -5 | -14 | 9 | -3 | 3 | -3 | -0.2 | 2 | -9 | -9
CCOC(=O)c1cccc(NS(=O)(=O)c2c(C)[nH]c(C)c2C(=O)N2CCCC2)c1 | 4 | -10 | 8 | 10 | -1 | 4 | -0.6 | 2 | -8 | -23
CCN(CC)CCCn1c(=S)[nH]c2cc(Cl)ccc2c1=O | 15 | -9 | -2 | 2 | 20 | 0 | / | -4 | 2 | /
Cc1ccc(S(=O)(=O)N(C)C)cc1NC(=O)COC(=O)Cc1cccs1 | 40 | -14 | 5 | -8 | -4 | -1 | -1.5 | 0 | -5 | 17
CC1=C(C(=O)OC(C)C)C(c2cccc(F)c2)n2ncnc2N1 (stereo unspecified) | / | -14 | 12 | / | 0 | -2 | -0.2 | 2 | -12 | 1
COc1ccc(CCn2nnnc2C(c2ccc(Cl)cc2)N2CCN(C)CC2)cc1OC (stereo unspecified) | 1 | -10 | 26 | -4 | -3 | -3 | / | 3 | -26 | -13
CN1C(C(=O)NCc2ccco2)CC2Cn3c(nc4ccccc43)C21 (stereo unspecified) | / | -2 | 25 | 7 | -2 | 2 | -0.5 | 0 | -25 | 23
CCCOC(=O)c1cc(=O)[nH]c2ccccc12 | -3 | -16 | -10 | 5 | -6 | -10 | -1.0 | / | 10 | -1
Cc1ccc(C(=O)Nc2cccnc2)cc1S(=O)(=O)N1CCOCC1 | 8 | 3 | -17 | -9 | -9 | -1 | -0.9 | -3 | 17 | -13
O=C(Nc1ccccc1)N1CCN(Cc2ccc(Cl)cc2)CC1 | -4 | -13 | 15 | -4 | / | -1 | -1.5 | -2 | -15 | 6
CN(C)c1ccc(/C=N/NC(=O)C[n+]2ccccc2)cc1 | 1 | -1 | 0 | / | -2 | 3 | -0.3 | / | 0 | -10
O=C(N/N=C/c1ccccn1)c1cc(-c2ccncc2)nc2ccccc12 | -6 | -10 | -16 | -46 | 5 | -18 | -8.0 | -2 | 16 | 6
CCN(CC(=O)NCc1ccc(Cl)cc1)C(=O)CSc1ccccc1 | -3 | -10 | 16 | -7 | -4 | -2 | -2.0 | 63* | -16 | -1
Cc1nn2cc(-c3cccc(Cl)c3)cnc2c1Cl | 6 | -9 | -9 | 25 | -13 | -7 | -3.8 | -5 | 9 | -10
COc1ccc2nc(N3C(=O)CC(Cc4ccc(C)cc4)C3=O)sc2c1 (stereo unspecified) | 6 | -5 | 0 | 11 | 1 | 3 | -2.2 | -5 | 0 | -2
CC(C)Cn1nc(C(=O)Nc2cccc(C(=O)NC3CC3)c2)c2ccccc2c1=O | -1 | 0 | -60 | 11 | 9 | -16 | -1.6 | 1 | 60 | /
COc1cccc(CN2CCN(C3CCOCC3)CC2CCO)c1 (stereo unspecified) | 23 | 5 | 27 | -1 | 13 | 0 | 1.4 | -4 | -27 | 12
CCOC(=O)c1c(NC(=O)CSc2ccccc2C(=O)O)sc(C)c1C | 0 | -4 | ? | 8 | 7 | -23 | -3.0 | -14 | -62 | -42
CC(Oc1cc2oc(=O)c3c(c2cc1Cl)CCCC3)C(=O)NCCN1CCOCC1 (stereo unspecified) | -3 | -8 | -5 | -6 | 1 | -14 | -0.1 | 0 | 5 | 7
CCN(c1cc(C)cc(C)c1)S(=O)(=O)c1nnc(NC(=O)c2ccco2)s1 | 2 | -9 | 10 | 5 | -12 | -10 | -2.5 | -3 | -10 | -16
CCOc1cc(-c2nc3n(c(=O)c2C#N)CCS3)ccc1O | -1 | -6 | 4 | 11 | -1 | -2 | -3.7 | 1 | -4 | -3
Cc1ccc(-n2c(SCC(=O)Nc3ccc4c5c(cccc35)CC4)nc(O)cc2=O)cc1 | -1 | -3 | 22 | -9 | -10 | -15 | -0.7 | 3 | -22 | -12
CCOC(=O)c1cc(NC(=O)c2cccs2)ccc1N1CCOCC1 | 1 | -4 | -15 | 17 | 0 | 1 | 0.1 | -1 | 15 | /
Cc1cc(Br)ccc1SCC(=O)OCC(=O)NC1CC1 | -2 | -9 | -12 | -14 | -12 | 3 | -0.4 | -2 | 12 | 8
O=C(CSC(=S)N1CCCC1)NCCc1ccccc1 | -1 | -12 | 37 | 4 | 3 | 0 | 0.4 | -4 | -37 | /
O=C(/C=C/c1ccc(Cl)c(Cl)c1)N1CCc2ccccc21 | -3 | -10 | 0 | 73 | -4 | 0 | -0.9 | -4 | 0 | -1
CCOC(=O)CNC(=O)CSc1nc2nc(C)c(Br)cc2[nH]1 | 13 | -25 | 18 | -6 | 0 | 2 | -0.5 | / | -18 | 23
O=C(CSc1nnc(-c2ccncc2)n1Cc1ccccc1)NC1CCCc2ccccc21 (stereo unspecified) | 1 | -9 | -1 | -3 | 8 | -8 | 0.1 | 0 | 1 | 9
C/C(CC(=O)Nc1ccc2c(c1)OCCO2)=N\NC(=O)Cc1ccc(Cl)cc1 | / | -9 | -7 | -2 | 7 | -2 | -2.9 | -5 | 7 | 10
Cc1ccc(S(=O)(=O)N(C)CC(=O)Nc2ccccc2)cc1 | -2 | -2 | 12 | / | / | 5 | -1.9 | -1 | -12 | /
Cc1c(OC(=O)c2ccc([N+](=O)[O-])cc2)c2c(c[n+]1C)COC(C)(C)OC2 | / | 9 | 10 | -13 | 18 | -4 | 0.5 | -2 | -10 | -1
CCOC(=O)N1CCN(C(=O)c2cn(CCOC)c(=O)c3c2c2ccccc2n3C)CC1 | 0 | -8 | -9 | -1 | 0 | -2 | / | -9 | 9 | 25
O=C(CCCN1C(=O)/C(=C/c2ccccc2Cl)SC1=S)N1CCCC1 | 12 | -13 | 2 | -19 | 12 | -9 | -2.4 | -2 | -2 | 16
CC(OC(=O)c1cccc(S(=O)(=O)N(C)C)c1)C(=O)NCC(=O)Nc1ccc(F)c(F)c1F (stereo unspecified) | 0 | 0 | -18 | 1 | 0 | -1 | -1.0 | -1 | 18 | -2
CCN1CCN(C(=O)c2ccc(CS(=O)Cc3ccc(C)cc3)o2)CC1 (stereo unspecified) | 4 | -7 | ? | -12 | 3 | 0 | -0.4 | 5 | -63 | -17
NC(=O)c1cc[n+](CC2=C(C(=O)O)N3C(=O)[C@@H](NC(=O)C(c4ccccc4)S(=O)(=O)[O-])[C@H]3SC2)cc1 (stereo partly specified) | / | 10 | 11 | -8 | 2 | -6 | -0.1 | -3 | -11 | -17
Cc1ccc(CNC(=O)CCCn2c(=O)[nH]c3ccccc3c2=O)cc1 | -2 | 6 | 1 | / | 0 | 2 | / | -3 | -1 | /
CCCCNC(=O)CCn1c(=O)c2ccccc2n(Cc2ccc(F)cc2)c1=O | 16 | -9 | -30 | -3 | -4 | 5 | -0.6 | -1 | 30 | 10
O=C(NCc1cccc(Cl)c1)c1ccc(-c2csnn2)cc1 | 8 | -16 | 0 | / | -2 | -3 | -0.9 | / | 0 | 10
O=C(O)/C=C/C(=O)Nc1ccc(OC(F)(F)F)cc1 | -4 | -17 | 16 | 6 | -6 | 0 | -0.2 | -1 | -16 | 10
O=c1cc(CSc2nnc(-c3cccs3)n2Cc2ccccc2)nc2sc3ccccc3n12 | 0 | 0 | 43 | / | -1 | -6 | -2.5 | -4 | -43 | -11
O=C1OCC2=C1C(c1ccc(Cl)cc1)CC(=O)N2c1ccc(F)cc1 (stereo unspecified) | -2 | -14 | 14 | -4 | -8 | -3 | -1.2 | -5 | -14 | -64
CC(=O)NCCOC(=O)c1nn(Cc2ccccc2)c(=O)c2ccccc12 | -1 | -5 | -1 | -7 | 11 | -12 | -3.4 | -3 | 1 | 12
CC(=O)N1CCCc2cc(S(=O)(=O)N3CCN(c4ccccn4)CC3)ccc21 | -3 | -14 | 9 | -5 | -17 | -7 | -2.5 | -1 | -9 | 2
CCOC(=O)CN1C(=O)N[C@@H](c2ccccc2)[C@H](C(C)=O)[C@H]1C | / | -5 | -3 | -4 | -2 | 1 | 0.1 | -2 | 3 | 0
Cc1nonc1NC(=O)CSc1cn[nH]n1 | 1 | 0 | 27 | -3 | 7 | 8 | -4.1 | 3 | -27 | 21
Cc1nc(Sc2ccccc2)c(C#N)c(C)c1[N+](=O)[O-] | 4 | -10 | -11 | / | -7 | -6 | -0.8 | 0 | 11 | -55
CN(C)S(=O)(=O)c1cc(NC(=O)CN2C(=O)NC3(CCCc4ccccc43)C2=O)ccc1Cl (stereo unspecified) | 1 | -12 | -44 | 5 | -3 | -8 | -1.6 | -5 | 44 | 11
O=C(CSc1ncccn1)NCCC1=CCCCC1 | -1 | -7 | 11 | 15 | -2 | 6 | -2.7 | 8 | -11 | /
CC1CCc2nn(CC(=O)NCCCN3CCCCC3)cc2C1 (stereo unspecified) | / | -16 | 11 | 5 | 12 | 4 | 0.2 | / | -11 | 0
COc1ccc(C)cc1NC(=O)C(CCS(C)(=O)=O)NC(C)=O (stereo unspecified) | / | -8 | -9 | -9 | -10 | -3 | 1.1 | 6 | 9 | 11
O=C(CSc1nc2ccccc2c(=O)n1-c1ccccc1F)Nc1ccc2c(c1)CCC2 | -4 | -10 | 23 | -12 | 3 | -14 | -3.2 | -4 | -23 | -13

Screening data (PubChem)
